# Screens from PubChem.
# DT40 TDP1 no CPT = qHTS for Inhibitors of human tyrosyl-DNA phosphodiesterase 1 (TDP1): qHTS in cells in absence of CPT; 420,000 compounds, 15% hits; DT40 Tdp1-/- hTDP1 cells, no CPT, ATP luminescence, 48 h; Potency, µM (titrated, usually from 46.2 µM), without a hit: at the highest dose activity change, negative = growth inhibition, usual class: inhibitors; also: nearly all actives have a fitted effect of over 55% in size
#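 A cellular qHTS used chicken DT40 cells lacking endogenous Tdp1 but carrying stably transfected human TDP1. Compounds were applied without camptothecin, and cell growth kinetics were judged by ATP-dependent luminescence after ≥48 hr.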
# DT40 TDP1 CPT = DT40-hTDP1 cell growth loss with CPT; Potency, µM (series often up to 46.2 µM), inactives show at the top dose activity change, negative = growth inhibition, actives largely listed as inhibitors; AID 686979; chicken DT40 Tdp1-/-;hTDP1 cells + 20 nM CPT, ATP luminescence, 48 h; 420,000 compounds, 12% hits; also: nearly all actives have a fitted effect of over 55% in size
#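 Chicken DT40 Tdp1-/- cells complemented with human TDP1, 400 cells/well, exposed to compounds plus 20 nM camptothecin for at least 48 h at 37 C; viability read as ATP content by CellTiter-Glo luminescence.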
# TDP1 inh = blocks human tyrosyl-DNA phosphodiesterase 1; Q9NUW8; recombinant TDP1, AlphaScreen DNA substrate cleavage; Potency, µM (highest dose often 130 µM), without a hit: top-dose activity change, negative = inhibition, hits mostly inhibitors; 350,000 compounds, 0.28% hits; AID 485290; also: nearly all actives have a fitted effect of over 40% in size
# Target sequence (Q9NUW8 whole entry, looked up): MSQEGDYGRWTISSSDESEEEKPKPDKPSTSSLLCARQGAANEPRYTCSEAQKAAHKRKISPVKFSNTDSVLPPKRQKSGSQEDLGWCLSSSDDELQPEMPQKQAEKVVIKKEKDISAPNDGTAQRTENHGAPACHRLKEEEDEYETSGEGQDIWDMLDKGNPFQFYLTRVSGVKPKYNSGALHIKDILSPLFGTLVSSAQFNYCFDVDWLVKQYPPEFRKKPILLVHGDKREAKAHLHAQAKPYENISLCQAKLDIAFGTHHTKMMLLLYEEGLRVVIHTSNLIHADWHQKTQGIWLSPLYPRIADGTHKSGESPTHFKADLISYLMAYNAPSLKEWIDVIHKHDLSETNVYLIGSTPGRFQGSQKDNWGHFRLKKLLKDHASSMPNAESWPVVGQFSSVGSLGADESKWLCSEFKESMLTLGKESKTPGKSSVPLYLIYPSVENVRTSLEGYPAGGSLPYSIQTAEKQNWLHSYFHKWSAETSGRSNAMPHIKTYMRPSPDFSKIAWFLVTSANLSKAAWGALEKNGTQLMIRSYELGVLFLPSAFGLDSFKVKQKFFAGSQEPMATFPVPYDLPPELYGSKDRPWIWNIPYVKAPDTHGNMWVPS
#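 Signal: AlphaScreen proximity between streptavidin donor and anti-FITC acceptor beads on intact substrate. Reaction: Tdp1 1 nM, substrate 15 nM final, 5 min RT after 15 min compound preincubation.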
# Active calls of the source: *; ? = inconclusive; / = no result given; [ ] = another dose, or the depositor's remark. Calls follow the shape of the dose curve; as a rule, active = well fitted curve in the direction sought with a large enough effect; inconclusive = small, poorly fitted or top-dose-only effect, or another doubt; inactive = no such curve, though single readings can be large; an effect the other way counts as inactive or inconclusive. % is scaled to controls: 0 for no effect and ±100 for the full control effect; potency is read from the fitted curve at half-maximal effect.
1	CCc1ccc(Cc2cnc(NC(=O)c3ccc4c(c3)CC(c3ccccc3)OC4=O)s2)cc1 (configuration not stated)
2	CCCC(=O)N(CCc1ccc(OC)cc1)Cc1nc2ccccc2c(=O)[nH]1
3	COc1cc2c(=O)n(CC3CCCO3)c(=O)n(CC(=O)Nc3ccc(F)cc3F)c2cc1OC (configuration not stated)
4	Cc1occc1C(=O)NC1CCCc2ccccc21 (configuration not stated)
5	COc1ccc(-c2c(C#N)c(SCC(=O)Nc3ccccc3)nc3c2CCCC3)cc1
6	COc1ccc(-c2[nH]ncc2CN2CCCN(C(=O)c3ccco3)CC2)cc1F
assay / entry	1	2	3	4	5	6
DT40 TDP1 no CPT	18µM*	-28%	-1%	-6%	?	0%
DT40 TDP1 CPT	?	-9%	0%	-27%	26µM*	-4%
TDP1 inh	5%	0%	1%	3%	/	/

7	CCN(C[C@H]1N[C@@](C)(C(=O)OC)[C@H]2C(=O)N(C)C(=O)[C@@H]12)C(=O)COC
8	CCn1cc(C(=O)N[C@@H](CCSC)C(=O)NCCCO)c(=O)c2cc3c(cc21)OCO3
9	Cc1cccc2nc(CSc3nc4ccccc4[nH]3)cn12
10	CC(C)(C)c1ccc(-c2cc(C(=O)NNC(=O)Nc3ccccc3)c3ccccc3n2)cc1
11	CCc1cccc(NC(=O)Cc2cn(C)c3ccccc23)c1
12	CCn1cnc2c1c(=O)n(CC(=O)NN)c(=O)n2Cc1ccccc1
assay / entry	7	8	9	10	11	12
DT40 TDP1 no CPT	2%	-3%	-15%	21µM*	?	-4%
DT40 TDP1 CPT	-1%	4%	19%	?	?	17%
TDP1 inh	1%	/	7%	6%	3%	/

13	CC(=O)NC(Nc1c(C)n(C)n(-c2ccccc2)c1=O)C(Cl)(Cl)Cl (configuration not stated)
14	COC(=O)Cc1sc(-c2ccccn2)nc1-c1ccccc1
15	COc1ccccc1OCCCCn1c(-c2ccc(Cl)cc2)nc2ccccc2c1=O
16	COc1ccc2[nH]cc(CCNc3nc(-c4ccc(N(C)C)cc4)nc4ccccc34)c2c1
17	Cc1ccccc1NC(=O)COC(=O)C1=COCCO1
18	O=C(Nc1ccccc1)C1=C[C@H](c2ccc3c(c2)OCO3)C[C@H](OCCCCO)O1
assay / entry	13	14	15	16	17	18
DT40 TDP1 no CPT	10%	16µM*	-10%	23µM*	8%	?
DT40 TDP1 CPT	0%	?	-20%	15µM*	7%	26µM*
TDP1 inh	0%	6%	/	/	0%	1%

19	COc1ccc2c(CC(=O)Nc3c(C)n(C)n(-c4ccccc4)c3=O)coc2c1
20	O=C(NCc1ccccc1Cl)C1CCC(=O)N(C2CCCC2)C1 (configuration not stated)
21	CCn1ccc(=O)c2cc3c(cc21)OCO3
22	COC(=O)CNC(=O)c1nn(-c2cccc(OC)c2)c(=O)c2ccccc12
23	COc1ccc2oc(C(=O)OC(C)C(=O)NC3(C#N)CCCCC3)c(C)c2c1 (configuration not stated)
24	Cc1[nH]c2c(C(=O)NCC3Cc4cccc(-c5cccnc5)c4O3)cccc2c1C (configuration not stated)
assay / entry	19	20	21	22	23	24
DT40 TDP1 no CPT	-16%	5%	-1%	-21%	?	?
DT40 TDP1 CPT	-14%	-24%	-18%	-12%	?	-3%[9.04 µM]
TDP1 inh	6%	1%	/	8%	/	/

25	CCNCc1ccc(OCc2ccccc2F)c(OC)c1
26	CC1(C)CC(=O)c2cc(OCC(=O)NCc3cccnc3)ccc2O1
27	COc1ccc(C(=O)Nc2ccnn2C2CCN(Cc3ccn[nH]3)CC2)cc1
28	COc1ccc(CCN(C)C(=O)c2c(C)nn(CC(C)C)c2Cl)cc1OC
29	Cn1c(=O)[nH]c(=O)c2c1nc(N1CCOCC1)n2CCSc1nnnn1-c1ccccc1
30	CCOc1cc(/C=N/n2cnnc2)cc(Br)c1O
assay / entry	25	26	27	28	29	30
DT40 TDP1 no CPT	?	-24%	16%	2%	18%	-19%
DT40 TDP1 CPT	-27%	-10%	-2%	-1%	-10%	4%
TDP1 inh	-1%	-2%	2%	3%	/	0%

31	Cc1oc(=O)c(NC(=O)c2ccccc2)cc1C(=O)c1ccccc1
32	COc1cccc(N2CCN(C(=O)CN3C(=O)NC4(CCCC4)C3=O)CC2)c1
33	C#CC1CCCCC1NC(=O)Nc1cnccc1C(F)(F)F (configuration not stated)
34	Cc1ccccc1-c1cccc([C@@H]2C[C@H]3[C@H](CON3C)CN2Cc2cc(Cl)cc(Cl)c2)c1
35	O=C(Nc1cccnc1N1CCOCC1)c1ccco1
36	COc1ccc(N(C)S(=O)(=O)c2cccc(C(=O)Nc3nc(C)cs3)c2)cc1
assay / entry	31	32	33	34	35	36
DT40 TDP1 no CPT	?	-20%	-8%	23µM*	3%	-54%
DT40 TDP1 CPT	?	-11%	-1%	?	?	-57%
TDP1 inh	1%	6%	0%	/	0%	4%

37	COc1ccc(-c2noc(CNC(=O)Nc3ccc(F)cc3)n2)cc1
38	Cc1cccc(NC(=O)CSc2nnnn2-c2cccnc2)c1
39	Cc1ccc(CNC(=O)c2ccc(C)c(S(=O)(=O)N3CCCCC3)c2)cc1
40	O=C(CNc1cccc(C(F)(F)F)c1)N/N=C/C1CCCCC1
41	O=C(CNC(=O)c1ccco1)OCC(=O)c1ccc(Br)cc1
42	COC(=O)CCC(=O)OC1(C)C(=O)C2=CN(CCc3ccccn3)C(c3ccc(OC)cc3)=CC2=C(Br)C1=O (configuration not stated)
assay / entry	37	38	39	40	41	42
DT40 TDP1 no CPT	-19%	-16%	0%	6%	3%	?
DT40 TDP1 CPT	3%	-25%	-28%	-12%	11%	-8%
TDP1 inh	5%	2%	-5%	5%	/	4%[21 µM]

# An excerpt from above in order of SMILES length, ascending:
38	Cc1cccc(NC(=O)CSc2nnnn2-c2cccnc2)c1
40	O=C(CNc1cccc(C(F)(F)F)c1)N/N=C/C1CCCCC1
42	COC(=O)CCC(=O)OC1(C)C(=O)C2=CN(CCc3ccccn3)C(c3ccc(OC)cc3)=CC2=C(Br)C1=O (configuration not stated)
assay / entry	38	40	42
DT40 TDP1 no CPT	-16%	6%	?
DT40 TDP1 CPT	-25%	-12%	-8%
TDP1 inh	2%	5%	4%[21 µM]

# Next entries follow:
43	COc1ccc(NC(=O)CN2CCC(n3c(C)nc4cc(F)ccc43)CC2)c(OC)c1
44	O=C(CSC1=Nc2ccccc2C2=NC(c3ccccc3)C(=O)N12)NCC1CCCO1 (configuration not stated)
45	C=CCN1C=C2C(=O)C(C)(OC(=O)c3cnc4ccccc4n3)C(=O)C=C2C=C1/C=C/COC (configuration not stated)
46	O=C(CC1NCCNC1=O)OCc1ccccc1 (configuration not stated)
47	Cc1ccccc1NC(=O)Cc1nc(COC(=O)CNS(=O)(=O)c2cccc(Br)c2)cs1
48	CCOC(=O)CNC(=O)CSc1nc2cccnc2n1CC
assay / entry	43	44	45	46	47	48
DT40 TDP1 no CPT	-4%	-10%	16µM*	-6%	-21%	-5%
DT40 TDP1 CPT	9%	-4%	?	?	-13%	14%
TDP1 inh	4%	2%	1%[12.3 µM]	9%	1%	4%

49	Fc1cccc(NC(=S)NCCN2CCOCC2)c1
50	Cc1cc(C)c2c(=O)[nH]c(SCC(=O)N(C)C)nc2n1
51	CCCCNC(=O)NCC(=O)Nc1ccc(F)c(F)c1
52	CCn1c(=O)c(=O)[nH]c2cc(C(=O)NC3CC3)ccc21
53	CC(=O)c1ccc(S(=O)(=O)NCc2ccc(C(=O)N(C)CC(=O)Nc3cccc(F)c3)cc2)cc1
54	Cc1[nH]c(C)c(S(=O)(=O)N2c3ccccc3CC2C)c1C(=O)N1CCCCC1 (configuration not stated)
assay / entry	49	50	51	52	53	54
DT40 TDP1 no CPT	-6%	3%	8%	4%	-28%	-1%
DT40 TDP1 CPT	11%	-9%	2%	6%	?	-26%
TDP1 inh	3%	2%	5%	3%	8%	2%

# Gathered by group: the entries above containing fluorine.
3	COc1cc2c(=O)n(CC3CCCO3)c(=O)n(CC(=O)Nc3ccc(F)cc3F)c2cc1OC (configuration not stated)
6	COc1ccc(-c2[nH]ncc2CN2CCCN(C(=O)c3ccco3)CC2)cc1F
25	CCNCc1ccc(OCc2ccccc2F)c(OC)c1
33	C#CC1CCCCC1NC(=O)Nc1cnccc1C(F)(F)F (configuration not stated)
37	COc1ccc(-c2noc(CNC(=O)Nc3ccc(F)cc3)n2)cc1
40	O=C(CNc1cccc(C(F)(F)F)c1)N/N=C/C1CCCCC1
43	COc1ccc(NC(=O)CN2CCC(n3c(C)nc4cc(F)ccc43)CC2)c(OC)c1
49	Fc1cccc(NC(=S)NCCN2CCOCC2)c1
assay / entry	3	6	25	33	37	40	43	49
DT40 TDP1 no CPT	-1%	0%	?	-8%	-19%	6%	-4%	-6%
DT40 TDP1 CPT	0%	-4%	-27%	-1%	3%	-12%	9%	11%
TDP1 inh	1%	/	-1%	0%	5%	5%	4%	3%

51	CCCCNC(=O)NCC(=O)Nc1ccc(F)c(F)c1
53	CC(=O)c1ccc(S(=O)(=O)NCc2ccc(C(=O)N(C)CC(=O)Nc3cccc(F)c3)cc2)cc1
assay / entry	51	53
DT40 TDP1 no CPT	8%	-28%
DT40 TDP1 CPT	2%	?
TDP1 inh	5%	8%
